# Screens (PubChem BioAssay)
# Tb PGK inh – inhibitors of T. brucei phosphoglycerate kinase; Potency, µM (doses to about 57.5 µM), for inactives: at the highest dose activity change, negative = inhibition, actives largely listed as inhibitors; PGK/GAPDH coupled, Kinase-Glo luminescence, 60 min; 380,000 compounds, 0.043% hits; P07378; further: on the % scale 0 is the no-effect control and ±100 the full control effect; nearly all actives have a fitted effect of over 60% in size
# Target sequence (P07378 whole entry, looked up): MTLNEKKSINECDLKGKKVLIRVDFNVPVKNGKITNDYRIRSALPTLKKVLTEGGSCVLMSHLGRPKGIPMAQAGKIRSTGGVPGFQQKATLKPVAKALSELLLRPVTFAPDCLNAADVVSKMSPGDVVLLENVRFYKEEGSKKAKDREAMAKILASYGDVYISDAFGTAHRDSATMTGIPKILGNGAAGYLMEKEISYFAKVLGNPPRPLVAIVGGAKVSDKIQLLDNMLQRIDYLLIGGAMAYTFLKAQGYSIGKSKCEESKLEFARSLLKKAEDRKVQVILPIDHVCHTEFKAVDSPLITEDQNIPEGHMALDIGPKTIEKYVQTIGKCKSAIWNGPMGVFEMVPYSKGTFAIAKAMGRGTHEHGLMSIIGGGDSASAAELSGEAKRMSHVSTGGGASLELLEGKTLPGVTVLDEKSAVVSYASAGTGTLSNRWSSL
#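 Luminescent ATP detection (Kinase-Glo Plus) follows a 60-minute room-temperature incubation, with wells lacking PGK as controls. Buffer: 100 mM TEA (pH 7.6), 5 mM MgCl2, 0.01% Tween-20. Coupling enzyme GAPDH (100 nM final) supplies unstable 1,3-BPG in-well.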
# Pin1 inh – blocks the human prolyl isomerase Pin1; Q13526; Pin1 FP peptide displacement, HiFluor488, 10 min; Potency, µM (highest dose often 115 µM), inactives show at the top dose activity, negative = inhibition, most hits filed as inhibitors; 390,000 compounds, 0.009% hits; AID 504891; active means well fitted inhibition curve with a large enough effect in the polarisation, with a control signal flat, not every such curve was filed as active; inconclusive means small, poorly fitted or top-dose-only effect, or effect the other way, or a change in a side signal; inactive means no such curve, though single readings can be large or run the other way; the % refers to the polarisation; further: on the % scale 0 is the no-effect control and ±100 the full control effect
# Target sequence (Q13526 whole entry, looked up): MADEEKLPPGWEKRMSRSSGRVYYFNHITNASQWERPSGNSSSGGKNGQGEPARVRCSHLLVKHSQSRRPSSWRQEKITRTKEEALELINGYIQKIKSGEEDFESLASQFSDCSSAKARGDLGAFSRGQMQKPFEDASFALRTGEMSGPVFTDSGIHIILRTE
# GLS inhibitor – glutaminase GLS (human) inhibition | O94925 | GLS enzymatic activity, qHTS titration | Potency, µM (series often up to 45.5 µM), for the others: top-dose activity change, negative = inhibition, most hits filed as inhibitors | 410,000 compounds, 0.21% hits | AID 624170; further: on the % scale 0 is the no-effect control and ±100 the full control effect
#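 Two-point fluorescence kinetic (t0, 30 min RT) for hKGA; glutamate detected via glutamate oxidase–HRP–Amplex Red. Substrate: 1 mM L-glutamine solution; buffer 45 mM KH2PO4, pH 8.2.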
# JMJD2A Tudor – inhibitors of human JMJD2A Tudor domain | O75164 | Potency, µM (titrated, usually from 114 µM), inactives show at the top dose activity change, negative = inhibition, hits mostly inhibitors | AlphaScreen JMJD2A-Tudor / H3K4me3 peptide binding | AID 504339 | 390,000 compounds, 4.4% hits; further: on the % scale 0 is the no-effect control and ±100 the full control effect; nearly all actives have a fitted effect of over 50% in size
# 12-LOX inh – blocks human arachidonate 12S-lipoxygenase; P18054; purified 12hLO, xylenol orange hydroperoxide absorbance; Potency, µM (titrated, usually from 108 µM), for inactives: top-dose activity change, negative = inhibition, most hits filed as inhibitors; 580,000 compounds, 1.1% hits; AID 1671190; further: on the % scale 0 is the no-effect control and ±100 the full control effect
#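 Purified human 12hLO at 150 nM in 25 mM Hepes, 0.01% Triton X-100, pH 7.0, preincubated 15 min at room temperature with compound. Reaction started with 40 uM arachidonic acid, 30 min at room temperature. Hydroperoxide measured by Fe-xylenol orange, 573/405 nm absorbance ratio.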
# HP1b binding inh – blocks HP1-beta chromodomain binding to methylated histone tails | P83916 | AlphaScreen HP1-beta / biotin-H3K9me3 peptide binding | Potency, µM (doses to about 114 µM), for the others: at the top dose activity change, negative = inhibition, actives largely listed as inhibitors | 390,000 compounds, 0.56% hits; further: nearly all actives have a fitted effect of over 70% in size; inactives centre near 23
# Target sequence (P83916 whole entry, looked up): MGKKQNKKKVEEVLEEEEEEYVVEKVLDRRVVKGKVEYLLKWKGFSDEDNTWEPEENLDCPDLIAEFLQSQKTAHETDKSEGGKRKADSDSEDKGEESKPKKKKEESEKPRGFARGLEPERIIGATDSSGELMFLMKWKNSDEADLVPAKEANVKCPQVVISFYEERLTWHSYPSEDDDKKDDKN
#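 HP1-beta protein (50 nM final) preincubated 30 min at room temperature with biotinylated H3(1-18)K9me3 peptide (50 nM) in PBS pH 7.4, 0.01% Tween-20, then compound added for 30 min. AlphaScreen streptavidin donor/nickel chelate acceptor beads (10 ug/mL final), 30 min dark, luminescence read.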
# RGS4 inh – human RGS4 inhibition; 390,000 compounds, 0.039% hits; Potency, µM (titrated, usually from 114 µM), without a hit: top-dose activity change, negative = inhibition, hits mostly inhibitors; Transcreener GDP fluorescence polarization, RGS4-accelerated GTP hydrolysis; further: on the % scale 0 is the no-effect control and ±100 the full control effect; nearly all actives have a fitted effect of over 75% in size; some results filed as inactive show a strong effect at the top dose
# Target sequence (P49798 whole entry, looked up): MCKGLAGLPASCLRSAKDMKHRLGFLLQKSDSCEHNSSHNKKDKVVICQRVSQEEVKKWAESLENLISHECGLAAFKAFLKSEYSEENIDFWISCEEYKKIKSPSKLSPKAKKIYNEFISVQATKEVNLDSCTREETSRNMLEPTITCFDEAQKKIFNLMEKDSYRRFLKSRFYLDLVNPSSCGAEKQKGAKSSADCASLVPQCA
#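 MLSMR compounds (23 nl, pin-transferred) preincubated 10 min at room temperature with a 500nM (2x) first reagent, then RGS4 at 900nM (2x) plus Transcreener GDP mix added; fluorescence polarization (620/688 nm) read before and after 90 min at 30 °C.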
# ERG-DNA inh – ERG Ets/DNA interaction inhibition | 370,000 compounds, 0.028% hits | Potency, µM (titrated, usually from 76.9 µM), for the others: at the top dose FP activity, negative = inhibition, hits mostly inhibitors | fluorescence polarization, His-ERG Ets domain / labelled DNA | P11308; active means well fitted inhibition curve with a large enough effect in the polarisation, with a control signal flat; inconclusive means small, poorly fitted or top-dose-only effect, or effect the other way, or a change in a side signal; inactive means no such curve, though single readings can be large or run the other way; the % refers to the polarisation;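 further: polarization taken with two DNA probes labelled with fluorescein and Texas red; % of control where 0% means no effect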
#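 His-tagged ERG Ets domain (1 uM in the protein solution; 300mM KCl, 50mM Tris-HCl, 1mM EDTA, 1mM DTT, pH 7.5) received compound, then a probe mix of 5 nM fluorescein-DNA and 100nM Texas-615-DNA. Fluorescence polarization was read for both dyes.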
# rTrxR1 inhibitor – blocks rat thioredoxin reductase 1; O89049; recombinant rTrxR1, NADPH fluorescence consumption, selenite substrate; 390,000 compounds, 1% hits; AID 588453; Potency, µM (highest dose often 114 µM), for inactives: at the top dose activity change, negative = inhibition, usual class: inhibitors; further: on the % scale 0 is the no-effect control and ±100 the full control effect; nearly all actives have a fitted effect of over 65% in size
#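 Rat TrxR1 (90 nM in the dispensed reagent) was pre-reduced with 400 uM NADPH for 5 min at room temperature, then incubated with compound for 15 min. After 400 uM selenite was added, NADPH fluorescence (Ex 340/Em 450 nm) was followed for 8 min.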
# Starred values were filed as active, the others as inactive; i = inactive; ? = inconclusive; · = not tested or not shown; [ ] = dose if it differs, or a comment. Unless noted, the call rests on the fitted dose curve; in most records, active means well fitted curve in the direction sought with a large enough effect; inconclusive means small, poorly fitted or top-dose-only effect, or another doubt; inactive means no such curve, though single readings can be large; an effect the other way counts as inactive or inconclusive. Potency means the concentration at half of the fitted maximal effect. A portion of the library; rates above refer to the full screens.
SMILES,Tb PGK inh,Pin1 inh,GLS inhibitor,JMJD2A Tudor,12-LOX inh,HP1b binding inh,RGS4 inh,ERG-DNA inh,rTrxR1 inhibitor
Cc1ccc(Cl)cc1NC(=O)c1cc(S(=O)(=O)N2CCCCCC2)cn1C,4%,3%,20%,-19%,-11%,14%[57 µM],2%,-11%,21%[57.1 µM]
O=C(COC(=O)c1cccc(O)c1)Nc1ccc(OC(F)F)cc1,2%,0%,2%,-10%,-19%,13%,-10%,7%,9%
COc1ccc(OC)c(NC(=O)c2cc(S(=O)(=O)N(C)C)ccc2N2CCCC2)c1,-1%,2%,-5%,-18%,-2%,6%,-11%,0%,-13%
C=CCc1ccc(OCC(O)CN2CCCCC2)c(OC)c1 (centres undefined),-8%,3%,0%,-20%,-6%,28%,-14%,-10%,2%
C[N+](C)(C)CCCNC(=O)c1ccc(/C=N/O)nc1,i,-11%,17%,4µM*,?,4%,-14%[11.4 µM],1%,29%
CN(C)N1C(=O)/C(=C/c2ccco2)SC1=Nc1ccccc1,1%,-8%,1%,-29%,0%,-11%,4%,4%,-23%[57.1 µM]
COc1ccc(NC(=O)c2cccnc2SC)cc1S(=O)(=O)N1CCCCC1,2%,-5%,0%,4%,-7%,34%,18%,-1%,1%[11.4 µM]
CCC(=O)N1CCc2cc(Br)cc(S(=O)(=O)CCC(=O)N3CCN(c4ccc(OC)cc4)CC3)c21,0%,-1%,19%,-24%,?,3%,-2%,-4%,8%
CC(Oc1ccc(F)cc1)C(=O)Nc1ccccc1C(=O)N1CCCCC1 (centres undefined),-1%,-9%,2%,8%,-5%,40%[activator],-22%,-3%,1%
O=c1nc2ccccc2c2n1CC(CN1CCN(C(c3ccccc3)c3ccccc3)CC1)N2 (centres undefined),3%,8%,5%,?,-13%,-1%,28%,10%,3%[57.1 µM]
Cc1ccc2c(c1)nnn2C1CCN(CC(=O)Nc2ccccc2N2CCOCC2)CC1,-9%,2%,5%,-17%,·,-9%,15%,11%,37%[activator]
CCCC[n+]1ccn(-c2nc3ccccc3nc2[N-]S(=O)(=O)c2ccc(C)cc2)c1,7%[11.5 µM],-11%,-6%,-2%,2%[57.4 µM],53%[activator],-10%,·,-2%
CN(C)/C=C1\Cc2ccccc2C1=O,1%,6%,-2%,0%,-36%,36%[activator],6%,35%[activator],-39%
C=C(C)CC1N(c2cccc(OC)c2)C(=O)[C@@H]2C(C(=O)O)[C@H]3C=C[C@@]12O3 (some centres undefined),-1%,0%,-25%,2%,-18%,34%[activator],-12%,-4%,-19%
COc1cccc(C(=O)OCC(=O)NCCC2=CCCCC2)c1,-11%,0%,-10%,1%,-15%,39%[activator],4%,10%,10%
O=C(Nc1nc2c(F)cccc2s1)c1ccc2c(c1)OCCO2,i,0%,-16%,-20%,-29%,-2%,4%,-2%,20%[57.1 µM]
O=C(Cn1cc[n+](CC(=O)c2ccc(Cl)cc2Cl)c1)c1ccc(Cl)cc1Cl,-9%,2%,-2%,-15%,?,56%[activator],-20%,11%,12%
CCOC(=O)c1sc(=NC(=O)/C=C/c2cccs2)n(C)c1C,-1%,4%,0%,0%,-2%,75%[activator],4%,1%,28%[57.1 µM]
COc1ccc(CN(C)S(=O)(=O)c2nnc(NC(=O)C(C)C)s2)cc1OC,-4%,-2%,-3%,1%,-8%,49%[activator],-4%,1%,15%
CCOCCCN1CC(C(=O)NCCc2ccc(C)cc2)CC1=O (centres undefined),1%,2%,4%,-9%,5%,43%[activator],-35%,8%,2%
CCOC(=O)CSC1=C(C#N)C(c2ccccc2OC)CC(=O)N1 (centres undefined),i,-2%,-5%,1%,-21%,20%,-4%,12%,51%[activator]
Cc1ccc(NC(=O)c2ccc(NS(=O)(=O)/C=C/c3ccccc3)cc2)nc1,-3%,1%,7%,-36%,107%[activator],14%,23%,-8%,16%
CCOc1cccnc1Sc1ccccc1,-7%,-4%,-4%,15%,19%,40%[activator],11%,13%,41%
OCC1OC(n2nnc3ccccc32)C(O)C(O)C1O (centres undefined),5%,-5%,-20%,-5%[57.1 µM],0%,10%,18%,3%,11%
CCOc1ccc(C(=O)Nc2ccccc2N2CCN(C(=O)c3ccccc3)CC2)cc1[N+](=O)[O-],1%,3%,4%,-19%,3%,26%,5%,3%,-10%
Cc1cc(NC(=O)c2c(Cl)c(C)nn2C)no1,-6%,0%,10%,-11%,21%,21%,-8%,-9%,-2%
CCC(C)NC(=O)Cn1c(=O)n(-c2ccc(OC)cc2)c(=O)c2ccc(C(=O)NCc3ccc(C)cc3)cc21 (centres undefined),5%,4%,5%,-4%,-6%,24%,-3%,-2%,3%[57.1 µM]
S=C(NCc1ccc(Cl)cc1)Nc1ccncc1,-6%,-6%,12%,-10%,?,51%[activator],-13%,-18%,-8%
CCOC(=O)c1ccccc1NC(=O)Cn1c(=O)n(CCC(=O)NCc2ccccc2OC)c(=O)c2ccccc21,-10%,9%,-4%,-11%,-17%,14%,12%,1%,22%
O=C(CNC(=O)c1cccs1)Nc1ncccc1O,-3%,-4%,17%,-12%,-22%,15%,-12%,9%,5%[57.1 µM]
O=[N+]([O-])c1ccc(Cl)c(/C=N/n2c(C3CCCCC3)n[nH]c2=S)c1,2%,-4%,5%,?,-7%,3%,-16%,4%,-2%
CNC(=O)/C=C/c1cccc(C(F)(F)F)c1,-4%,-1%,-1%,4%,-1%,33%,-1%,-3%,19%
C=CC[C@@H](CC(=O)N[C@H](CO)Cc1ccccc1)C(=O)N[C@H](C)COC(=O)[C@@H](CC=C)Cc1ccc(F)cc1,0%,-1%,-2%,-9%,-29%,34%,5%,11%,12%
COc1ccccc1NS(=O)(=O)c1cc(NC(=O)c2[nH]c(C)c(C(C)=O)c2C)ccc1N1CCOCC1,1%,4%,7%,-32%,-3%,32%,-9%[56.9 µM],0%,15%[57.1 µM]
CCN1CCN(CC(=O)N/N=C/c2ccc(F)cc2F)CC1,7%,-4%,3%,2.8µM*,?,?,-15%,-4%,4%[0.0914 µM]
O=C(COC(=O)c1ccc([N+](=O)[O-])o1)Nc1cccc(S(=O)(=O)N2CCCCC2)c1,5%,-2%,0%,-35%,-20%,-15%,-11%,-4%,-58%
CCOP(=O)(OCC)C(Nc1ccc(C)cc1)c1ccco1 (centres undefined),-4%,0%,4%,-17%,-14%,22%,9%,-5%,21%
Cc1ccc(/C=N/NC(=O)c2csc(C)c2)o1,0%,2%,-16%,-19%,-24%,32%,4%,3%,-26%
Cc1oc(-c2ccccc2Cl)nc1CSc1nc2c(c(=O)[nH]1)CCCC2,i,-2%,-1%,?,-3%,12%[57 µM],-21%,7%,20%
COCCOC(=O)c1[nH]c2c(c1C)C(=O)CC(c1ccc(OC)c(OC)c1)C2 (centres undefined),0%,-5%,-2%,-21%,13%,17%,28%,-3%,13%
COc1ccc(F)cc1S(=O)(=O)Nc1ccc2c(c1)CCCN2C(=O)c1cccs1,-1%,-2%,22%,-8%,3%,15%,-12%,1%,10%[57.1 µM]
CC(NC(=S)NCc1ccc(F)cc1)C12CC3CC(CC(C3)C1)C2 (centres undefined),-4%,-3%,5%,-13%,?,3%,-1%,14%,3%[57.1 µM]
O=C(NCCNC(=O)c1cc(Cl)ccc1Cl)c1ccco1,-2%,3%,0%,2%,-11%,18%,8%,-2%,14%
CC(C)N1CCC(N2CCN(CCCn3cccn3)CC2CCO)CC1 (centres undefined),-1%,-3%,3%,-9%,-1%,59%[activator],-2%,-11%,19%
CCOC(=O)c1oc2ccc(S(=O)(=O)n3nc(-c4ccccc4OC)cc3N)cc2c1C,-7%,2%,-6%,-22%,-20%,33%,2%,2%,7%
CC(C)[C@H](NC(=O)NCc1ccc(F)cc1)C(=O)O,i,0%,8%,0%,48%[activator],21%[57 µM],13%,2%,0%
COc1ccc(F)cc1S(=O)(=O)NCCc1csc(-c2ccc(Cl)cc2)n1,-3%,4%,-4%,-9%,?,23%[57 µM],-1%,0%,11%[57.1 µM]
Cc1ccc(SCc2c(-c3ccccc3)nn(C)c2Cl)cc1,-3%,4%,1%,158%[activator],-17%,194%[activator],5%,-10%,0%
Cc1ccc(C(=O)/C=C/c2ccc(Br)cc2)o1,7%,5%,5%,-15%,0%,19%,-24%,2%,-4%
O=c1nc(N2CCCCC2)nc2n1CCO2,-5%,-6%,-1%,-14%,0%,28%,5%,-3%,-2%
COc1ccccc1CCNC(C)CCc1ccc(O)cc1 (centres undefined),7%,0%,20%,-7%,6%,44%,33%,-3%,10%
O=C(Nc1ncn[nH]1)c1ccc(Cl)cc1Cl,0%,-9%,-3%,-26%,4%,33%,1%,-3%,16%[57.1 µM]
CCc1ccc(S(=O)(=O)NCc2csc(C)n2)cc1,-4%,-2%,1%,-18%,0%,76%[activator],-6%[56.9 µM],-2%,18%
